Bioassay records deposited in PubChem BioAssay by several laboratories.
UHRF1 MBD2 ctr – human UHRF1 methylated DNA binding inhibitors; UHRF1 binding to methylated oligo, TR-FRET; inhibition, % at 4.4 µM; AID 687016; 370,000 compounds, 0.75% hits; in the data active means inhibition above about 21%;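 further: UHRF1 SRA domain binding a hemimethylated CpG hairpin DNA probe; 0% = median of test compound wells and 100% = reference inhibitor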
HGIII-sPLA2 inh – Blocks human group III sPLA2 activity | 370,000 compounds, 0.56% hits | inhibition, % at 12.2 µM | QFRET BODIPY PC-A2 liposome hydrolysis, fluorescence | AID 743126 | Q9NZ20;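 active means inhibition above mean plus 3 SD of compounds lying within the high and low control bounds, cut at about 19% in these data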;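 further: 0% = median of test compound wells and 100% = no enzyme DMSO wells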
ARFGAP1 inhibitor – inhibitors of rat ARFGAP1; Q62848; Arfgap1-stimulated ARF1 GTP hydrolysis, GDP FP detection; inhibition, % at 16.5 µM; 360,000 compounds, 0.26% hits;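 active means inhibition above a per-plate limit, mean inhibition of low control wells plus 3 SD, cut at about 25% in these data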;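 further: 0% = DMSO wells with enzyme and 100% = wells lacking Arfgap1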
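Assay system: Rat Arfgap1 GAP domain (His6, aa 1-136), purified enzyme | Buffer or medium: HEPES 25 mM pH 7.5, NaCl 150 mM, MgCl2, DTT | Schedule: GTP hydrolysis reaction 2 h at 25 °C | Signal: FP of antibody-bound GDP Alexa 633 tracer, ex 620/em 688 nm | Measure: Percent inhibition of Arfgap1-stimulated GTP hydrolysis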
DDE Tn6 FP inh – disrupts Tn6 cyclic peptide binding to fibrin D-Dimer-E complex; inhibition, % at 8.3 µM; Fibrin DD(E) TRITC-Tn6 fluorescence polarization displacement; P02675; 370,000 compounds, 0.21% hits;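 active means inhibition above a per-campaign cutoff: mean of compounds within control limits plus 3 SD, cut at about 15% in these data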;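 further: 0% = median of all compound wells on the plate and 100% = blocking peptide control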
KLK7 zymogen act – activates the human kallikrein-7 zymogen. 370,000 compounds, 0.9% hits. purified proKLK7, EDANS-DABCYL substrate fluorescence; 100% is mature enzyme control, 0% vehicle. P49862. activation, % at 7 µM;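 active means activation above the mean of all tested compounds plus 3 SD, computed per campaign excluding outliers beyond control limits, cut at about 13% in these data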
PLCb3 inh – PLC-beta3 (human) inhibition, primary screen. Q01970. Purified PLC-beta3, fluorogenic substrate, fluorescence. inhibition, % at 12.2 µM. 370,000 compounds, 0.18% hits. AID 720704; in the data active means inhibition above about 11%;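 further: 0% = median of compound wells on plate and 100% = full blocker control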
Target sequence (Q01970 whole entry, looked up): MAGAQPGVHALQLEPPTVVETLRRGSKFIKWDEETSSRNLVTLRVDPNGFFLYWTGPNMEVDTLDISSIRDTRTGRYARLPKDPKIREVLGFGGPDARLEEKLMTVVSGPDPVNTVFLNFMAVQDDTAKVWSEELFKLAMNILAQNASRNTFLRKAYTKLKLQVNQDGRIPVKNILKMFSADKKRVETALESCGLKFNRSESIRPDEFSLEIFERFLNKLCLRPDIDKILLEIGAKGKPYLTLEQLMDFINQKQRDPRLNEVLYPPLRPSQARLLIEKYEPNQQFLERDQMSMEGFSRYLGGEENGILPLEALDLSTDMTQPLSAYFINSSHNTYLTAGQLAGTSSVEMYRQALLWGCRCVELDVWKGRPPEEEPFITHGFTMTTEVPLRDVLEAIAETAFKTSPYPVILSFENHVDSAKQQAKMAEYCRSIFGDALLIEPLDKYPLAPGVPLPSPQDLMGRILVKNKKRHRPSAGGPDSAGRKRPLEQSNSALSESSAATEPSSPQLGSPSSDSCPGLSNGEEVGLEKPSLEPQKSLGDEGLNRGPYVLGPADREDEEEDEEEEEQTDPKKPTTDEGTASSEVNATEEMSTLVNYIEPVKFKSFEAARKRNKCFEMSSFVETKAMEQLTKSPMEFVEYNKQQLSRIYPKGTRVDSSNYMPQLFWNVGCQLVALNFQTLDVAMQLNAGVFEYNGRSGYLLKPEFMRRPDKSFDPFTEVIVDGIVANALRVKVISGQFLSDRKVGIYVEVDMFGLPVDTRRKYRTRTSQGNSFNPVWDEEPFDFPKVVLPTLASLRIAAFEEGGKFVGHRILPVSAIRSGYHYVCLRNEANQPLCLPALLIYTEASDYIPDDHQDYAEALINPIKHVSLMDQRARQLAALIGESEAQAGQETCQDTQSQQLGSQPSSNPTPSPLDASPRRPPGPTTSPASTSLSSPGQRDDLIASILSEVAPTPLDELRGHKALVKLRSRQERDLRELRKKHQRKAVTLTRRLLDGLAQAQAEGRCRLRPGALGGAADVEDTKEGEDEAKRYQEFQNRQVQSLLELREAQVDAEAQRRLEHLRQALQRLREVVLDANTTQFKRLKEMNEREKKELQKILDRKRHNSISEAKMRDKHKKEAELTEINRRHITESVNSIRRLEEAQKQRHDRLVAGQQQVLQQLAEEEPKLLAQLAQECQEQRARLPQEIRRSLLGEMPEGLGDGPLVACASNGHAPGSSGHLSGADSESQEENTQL
PLCg1 inh – PLC-gamma1 (human) inhibition, primary screen | purified PLC-gamma1, fluorogenic substrate, fluorescence | 370,000 compounds, 0.84% hits | AID 720700 | P19174 | inhibition, % at 12.2 µM; in the data active means inhibition above about 9.5%
Rev-erbA mod – modulators of human Rev-erb alpha DNA binding | activity, % at 10 µM | Rev-erbα–FITC-DNA binding, fluorescence polarization, 90 min | AID 1259318 | 370,000 compounds, 0.79% hits;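 active means activity above about 14%, limit read from the data; passing the limit was not always enough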;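 further: 0% = DMSO wells with 35 nM protein and 100% = DMSO wells with 750 nM protein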
ASAP1 GAP inh – inhibitors of human ASAP1 ArfGAP activity; Q9ULH1; ASAP1-stimulated ARF1 GTP hydrolysis, GDP FP detection; inhibition, % at 16.5 µM; 360,000 compounds, 0.19% hits; in the data active means inhibition above about 25%;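 further: 0% = vehicle with enzyme and substrate and 100% = no enzyme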
Tn7 DDE FP – DD(E)-Tn7 binding inhibition, primary FP screen; P02675; FP displacement of FITC-Tn7 peptide from fibrin DD(E); 0% = median of compound wells per plate; inhibition, % at 8.3 µM; 370,000 compounds, 0.13% hits;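 active means inhibition above the mean of compounds falling within the control limits plus 3 SD of them, cut at about 14% in these data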;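 further: 0% = plate median of compound wells and 100% = 10 µM Aha-Tn7 peptide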
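Assay system: Human clot-derived fibrin DD(E) complex | Buffer or medium: Tris/NaCl/CaCl2 buffer, pH 7.8 | Repeats: One replicate per compound | Benchmarks: Aha-Tn7 high control | Measure: % inhibition scaled between sample-field median and high-control FP | Schedule: 10 min plus 3 h, room temperature | Signal: Fluorescence polarization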
Starred values were filed as active, the others as inactive; / = no result given; & = joins results of further samples. Compounds were not picked by outcome; any-hit rate near 4.5%.

SMILES	UHRF1 MBD2 ctr	HGIII-sPLA2 inh	ARFGAP1 inhibitor	DDE Tn6 FP inh	KLK7 zymogen act	PLCb3 inh	PLCg1 inh	Rev-erbA mod	ASAP1 GAP inh	Tn7 DDE FP
Cc1ccc(CSC2=CS(=O)(=O)c3ccccc3N2)cc1	1.0	-13.1	-0.2	0.8	0.3	2.9	1.6	3.0	0.8	-0.4
COCCN1C(=O)c2oc3cc(C)c(C)cc3c(=O)c2C1c1ccc(O)cc1 (stereo not drawn)	6.2	-0.4	-4.6	-3.5	0.0	1.9	0.8	-2.1	-1.4	1.6
O=C(NCCN1CCOCC1)C1CCN(c2ncnc3c2sc2cccc(F)c23)CC1	-2.3	3.6	-5.4	6.5	-0.3	-64.1	-45.3	-3.7	8.1	1.4
C[C@@H]1CC=C[C@H]2[C@H]1C(=O)N(Cc1ccccc1)[C@H]2c1cccc([N+](=O)[O-])c1	2.7	1.8	-3.4	-6.1	0.1	2.0	5.6	8.2	-0.6	8.8
O=C(O)C1CC=CCC1C(=O)N1CCCC1 (stereo not drawn)	-4.2	3.8	-12.6	4.0	-0.2	-3.0	0.5	-3.3	-1.9	7.0
O=C(Nc1ccccc1)Nc1ccc(C(=O)N2CCCC2)cc1	2.9	2.8	6.5	-1.2	-0.2	-1.8	0.8	-1.2	-0.8	6.2
O=C(NCC1CCCO1)C(c1ccc(N2CCOCC2)cc1)N(C(=O)Cn1nnc2ccccc21)c1ccccc1F (stereo not drawn)	0.1	2.3	3.2	6.7	0.0	4.3	8.1	1.4	-23.1	-8.1
CCNc1nc(C)nc2c1cnn2C	0.3	3.2	6.6	0.6	0.0	5.8	1.6	-3.0	0.7	4.8
CC(=O)Nc1ccc(C(=O)OCCCOC(=O)c2ccc(NC(C)=O)cc2)cc1	1.0	4.5	1.2	-3.6	0.5	-2.6	2.6	-1.8	3.4	-10.1
COc1ccc(Cc2nc3ccc(C(=O)NCCc4ncccc4C)cc3o2)cc1OC	-1.0	-2.9	9.7	-6.5	0.1	-1.5	1.1	-4.4	2.3	-13.6
COc1ccc(C(CCN2CCOCC2)c2c(O)cc(OC)cc2OC)cc1 (stereo not drawn)	-1.3	-5.5	-0.8	-8.2	-0.3	2.8	-0.2	0.6	4.6	-2.2
COc1ccc(NC(=O)C2CCN(C(=O)Cc3ccccc3)CC2)c(OC)c1	0.4	4.8	10.6	3.7	-0.3	-0.3	0.1	7.8	-1.8	-8.1
CCSc1nnc(NC(=O)c2ccccn2)s1	-0.8	2.4	7.5	-6.8	-0.3	0.0	-0.2	-3.0	8.4	2.5
CCOCCCNC(=O)c1cn(C)c2ccc(S(=O)(=O)N3CCCC3)cc2c1=O	-3.4	2.3	-0.4	0.1	-0.1	-6.0	2.9	0.5	-2.3	-0.4
COc1cc(C)ccc1OCCCCOc1ccccc1C(C)=O	5.5	6.2	0.1	2.7	-0.8	-3.5	-1.2	1.5	-16.4	3.2
Cc1cc(C)c2[nH]c(=O)c(CN(CC3CCCO3)C(=O)c3cnccn3)cc2c1 (stereo not drawn)	2.2	-0.5	-9.2	4.6	0.3	-2.4	-1.6	6.6	-5.8	5.9
O=C1c2cc(S(=O)(=O)N(CCO)CCO)ccc2-c2ccc(S(=O)(=O)N(CCO)CCO)cc21	-4.3	6.5	19.3	-4.2	-0.3	-7.8	-0.3	5.5	0.8	5.2
COc1ccc(C(=O)Nc2nnc(CC(=O)N/N=C/c3ccc(O)cc3O)s2)cc1	5.9	-34.1	-10.6	-13.5	-4.8	-66.2	-39.9	-31.9	-1.5	-4.8
COc1ccc2c(c1)CC/C2=N\NC(=O)c1ccccc1	5.5	19.0	6.8	-3.3	-0.6	-3.1	-2.5	1.5	4.3	-2.0
CCOC(=O)c1cc2cc(CC(=O)c3ccc(OCC)cc3O)ccc2o1	-0.2	-19.8	-18.2	1.9	-0.1	-2.8	-1.0	5.5	-7.1	9.3
O=C(C1CCCN(C2CC(=O)N(c3ccc(Cl)cc3)C2=O)C1)N1CCCC1 (stereo not drawn)	3.8	7.8	4.5	1.9	0.6	-4.7	0.0	-0.8	24.1	2.2
N#Cc1cnn(Cc2ccccc2)c1/N=C/N1CCOCC1	1.9	0.7	-9.8	7.3	-0.5	2.7	4.4	-5.5	8.2	-3.0
COc1ccc(S(=O)(=O)N(C)CC(=O)NCCc2ccccc2)cc1OC	1.8	3.8	10.2	9.4	0.4	-5.1	-0.9	-2.4	-1.7	-2.3
COc1ccc(N2CCN(C(=O)c3ccc4nc(N5CCCCC5)sc4c3)CC2)cc1	-1.8	0.5	4.2	-6.0	0.7	1.3	1.5	1.7	14.0	-1.3
Brc1cccc(CNn2cnnc2)c1	-2.2	-2.6	-6.8	1.4	0.9	-2.7	2.4	3.1	-12.2	-2.1

The list continues:
SMILES	UHRF1 MBD2 ctr	HGIII-sPLA2 inh	ARFGAP1 inhibitor	DDE Tn6 FP inh	KLK7 zymogen act	PLCb3 inh	PLCg1 inh	Rev-erbA mod	ASAP1 GAP inh	Tn7 DDE FP
CC(=O)Nc1cccc(NC(=O)CSc2nnnn2C)c1	4.2	15.2	5.6	-13.6	-0.5	2.1	2.0	-3.9	-4.2	4.3
CC(C)N(C(=O)CSc1nnc(CSc2ncccn2)n1C)C(C)C	3.4	10.7	-4.2	1.7	0.1	-2.6	3.6	2.1	7.3	3.2
COC(=O)C1=C(C)NC(C)=C(C(=O)OCC2CCCO2)C1c1cccc(Br)c1 (stereo not drawn)	0.2	2.8	9.7	5.3	-1.2	-125.9	-85.9	0.4	12.0	-6.0
CC(C)(C)c1ccc(COC(=O)CN2C(=O)NC3(CCCC3)C2=O)cc1	-2.2	5.6	22.5	7.0	0.6	-8.2	1.1	3.1	4.0	0.0
CCOc1nc(CC)nc(NC(=O)NS(=O)(=O)c2ccccc2Cl)n1	3.9	3.6	2.3	8.8	-0.2	1.4	5.5	0.1	13.4	-14.0
C[C@H]1[C@@H](OC(=O)NCCc2c[nH]c3ccccc23)CC[C@@]23CCCN2C(=O)CCC[C@@H]13	-1.4	-59.3	/	-7.1	/	-2.4	-1.6	1.3	/	-4.4
CCCCn1nnnc1C1(C)CCC(=O)N1Cc1ccc(F)cc1 (stereo not drawn)	-0.6	8.5	4.1	-5.7	0.0	2.9	2.3	-1.8	11.2	1.6
O=C([C@@H]1C[C@H]1c1ccccc1)N1CC[C@H]2[C@H](CCCN2Cc2cc(F)cc(F)c2)C1	2.1	-1.6	/	-1.3	-0.2	-0.3	-2.4	0.3	/	-5.4
CC[C@H](C)[C@H]1CNC(=S)N1CC1CCN(CCC(C)(C)C)CC1	0.6	-3.7	-4.9	0.8	-0.5	6.0	4.7	4.1	8.3	-5.2
CCN(c1ccccc1)S(=O)(=O)c1ccc(NC(=S)NC(=O)c2ccc(Br)o2)cc1	-1.4	-0.3	4.2	3.0	0.0	-2.4	-3.1	7.0	-9.7	8.6
Cc1ccc(C(=O)Nc2ccc(C(F)(F)F)n(C)c2=O)cc1	2.7	6.6	2.0	3.1	0.3	-1.2	-3.2	28.0*	-0.4	1.0
Cc1cc(C(=O)NC2CCCN(Cc3ccc(Cl)cc3)C2)c(C)o1 (stereo not drawn)	-2.6	-24.6	-8.7	-3.2	-0.4	-6.2	3.3	3.5	-2.9	-8.6
O=C(CSc1n[nH]c(=O)n1C1CC1)c1ccc2c(c1)OCCO2	-1.0	-9.5	-4.3	-4.0	0.8	-4.6	1.8	1.4	4.1	9.3
Cc1ccc(-c2c(C(=O)N/N=C/c3ccsc3)nnn2-c2nonc2N)cc1	1.5	-4.2	10.3	8.5	0.0	-9.2	1.3	10.4	20.5	-2.9
CCC(CCC(=O)NNC(=O)Cc1ccc([N+](=O)[O-])cc1)C(=O)O (stereo not drawn)	2.3	-3.0	-8.6	-6.2	-0.7	5.3	7.7	4.6	0.5	1.6
O=C(O)C1C2CC2CN1C(=O)c1ccc(Cl)cc1Cl (stereo not drawn)	1.1	5.9	7.2	-5.2	0.0	-2.6	-1.2	1.8	-1.8	3.9
O=C(NCc1ccco1)c1ccc2c(c1)N(Cc1ccccc1)C(=O)CS2	0.5	-4.0	4.2	-4.7	0.1	-2.6	-0.5	4.0	-1.5	-0.4
CC(=O)N1CCc2c(sc(NC(=O)C3CCCN3S(=O)(=O)c3cccs3)c2C(N)=O)C1 (stereo not drawn)	-0.6	-17.8	-2.9	-3.5	-1.1	-35.3	-32.9	1.1	-0.9	7.7
CCNc1nc(NCC)nc(C(=O)Nc2ccccc2)n1	10.6	-3.5	-5.5	-0.2	0.0	0.5	-0.7	0.0	-4.5	-0.7
CCOc1cc(N2CCOCC2)c(OCC)cc1NC(=O)c1ccc(NC(C)=O)cc1	-0.4	-1.3	-9.9	11.2	0.6	-12.1	-5.2	-6.6	2.7	5.0
O=C(c1ccco1)N1CCN(c2cc(N3CCOCC3)c(F)cc2[N+](=O)[O-])CC1	3.0	3.2	0.1	-6.7	0.2	3.3	1.2	8.0	-13.8	4.0
CCN(C(=O)COC(=O)/C=C/c1ccco1)c1c(N)n(Cc2ccccc2)c(=O)[nH]c1=O	5.5	11.7	4.0	-0.5	-0.6	-17.9	-6.9	14.4	-7.3	4.8
O=C1CC2(CC(c3ccc(Cl)cc3)=NO2)C(=O)N1c1ccccc1 (stereo not drawn)	-0.1	-5.8	11.2	-4.3	0.6	-2.6	-2.2	0.0	0.8	0.1
O=C(NCCCNC(=O)c1ccco1)c1ccc(Cl)c(Cl)c1	1.8	3.3	-0.4	-0.8	-0.1	-3.4	0.6	-4.8	-9.3	-2.7
Cc1nc(C(F)(F)F)ccc1C(=O)Nc1ccccc1N1CCOCC1	-2.4	0.4	-7.9	4.4	-0.2	-3.1	-1.6	-0.6	-6.6	5.4
CCc1cccc(C)c1NC(=O)CSc1ncn[nH]1	-0.5	-2.9	-11.4	-3.9	0.1	5.5	-1.0	-2.7	-5.4	2.7
COc1ccc(C(=O)C[n+]2cc(-c3ccc(OC)cc3)n3c2CCCC3)cc1	-2.4&0.1	-32.6&-25.4	-5.9&6.3	-7.2&5.1	-0.4&-0.3	1.6&2.1	-1.5&1.7	-6.7&-4.8	8.8&4.6	-2.7&0.4

Results in DDE Tn6 FP inh, Tn7 DDE FP and ASAP1 GAP inh, for 2 of the compounds above:
Compound,DDE Tn6 FP inh,Tn7 DDE FP,ASAP1 GAP inh
O=C(Nc1ccccc1)Nc1ccc(C(=O)N2CCCC2)cc1,-1.2,6.2,-0.8
O=C(NCC1CCCO1)C(c1ccc(N2CCOCC2)cc1)N(C(=O)Cn1nnc2ccccc21)c1ccccc1F (stereo not drawn),6.7,-8.1,-23.1
